HSP90 refold inh: HSP90 refolding inhibition in rabbit reticulocyte lysate; luciferase refolding luminescence, 3 h; inhibition, % at 5.6 µM; 0.91% of 290,000 active; AID 1789;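 active = inhibition above the screen-wide mean plus 3 SD, computed separately per campaign, cut at about 16% in these data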;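 also: 0% = DMSO wells and 100% = 60 µM geldanamycin wells; inhibitors lower the luminescence because luciferase stays unfolded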
HSF-1 act: increases HSF-1 driven luciferase reporter signal; NIH3T3-HGL HSF-1 luciferase reporter, MG132, 8 h; 100% = twice DMSO control signal; activation, % at 9 µM; 1.7% of 300,000 active;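 active = mean replicate activation of at least 50% with a set share of replicates each reaching 50%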;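 also: 0% = median of the neutral control wells and 100% = twice that signal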
HIF activator: HIF pathway transcriptional activation. U2OS HRE-luciferase reporter, luminescence; normalized: DMSO 0%, desferrioxamine 100%. activation, % at 7.5 µM (by protocol). 0.32% of 300,000 active;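 active = mean activation of at least 10% of the iron chelator positive control signal, with at least half of replicates also reaching 10%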
aSyn UTR inh: 5' untranslated region of α-synuclein, MLPCN primary screen; alpha-synuclein 5'UTR reporter, inhibitor activity; AID 1813; inhibition, % (tested at 7.5 µM); 0.82% of 300,000 active; in the data active = inhibition above about 60%;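 also: H4 neuroglioblastoma cells stably carrying SNCA 5'UTR luciferase fusion; 0% = DMSO wells and 100% = positive control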
Platelet DG rel: platelet dense granule release activity; AID 1663; 0.22% of 300,000 active; inhibition, %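 (compounds screened at 7.5 µM in platelet-rich plasma)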; human platelet-rich plasma, SFLLRN dense granule ATP release, luminescence;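 active = mean replicate score, as percent of positive control, at or above 50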
SKKanGAS inh: inhibitors of SKKanGAS S. pyogenes growth in kanamycin (SK-promoter or general growth effect); BacTiter-Glo, 6 h; inhibition, % at 7.5 µM; 1.3% of 300,000 active;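 active = mean replicate score, as percent of positive control median, at least 50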;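 also: strain carries kanamycin resistance gene driven by streptokinase promoter and grows in 40 µg/ml kanamycin; loss of luminescence reflects streptokinase promoter inhibition or plain growth inhibition; 0% = median of DMSO wells and 100% = positive control at its reference dose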
KLF5 inhibitor: suppresses KLF5 promoter-driven expression; inhibition, % at 5 µM; DLD-1 KLF5 promoter-luciferase reporter, luminescence; 0.23% of 290,000 active;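 active = inhibition above a per-plate limit of that plate's mean compound inhibition plus 3 SD, cut at about 60% in these data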;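 also: 0% = DMSO wells and 100% = LY294002 at 200 µM; higher means less KLF5 promoter-driven luciferase light; inactives centre near -14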
HSF1 inh: HSF1 inhibition; NIH3T3-HGL HSE-luciferase, MG132-induced, luminescence 8 h; hits give low values; AID 2098; activity change, negative = inhibition, % at 7.5 µM (by protocol); 0.77% of 300,000 active;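 active = more than half of replicate wells show activity change below -50%, luminescence cut by over half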;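 also: luciferase reports HSF-1 transcriptional activity via heat shock element; 0% = median of DMSO wells and -100% = zero luminescence signal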
AI-2 QS modul: modulators of Vibrio harveyi AI-2 quorum sensing system; Vibrio harveyi JMH597 AI-2 luminescence/OD600 ratio, 9 h; hits give low values; strain lacks LuxN and CqsS sensors; 0 = neutral-control median; activity change, % at 7.5 µM; 0.4% of 300,000 active; in the data active = activity change below about -75%, passing the limit was not always enough;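 also: luminescence divided by OD600 gain over 9 h not by final OD600 alone; inactives centre near 13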
IEC-6 cytotox: IEC-6 cytotoxicity, counter-screen for KLF5 inhibitors; 0.78% of 290,000 active; luminescence viability; AID 1825; inhibition, % at 5 µM; in the data active = inhibition above about 22%;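 also: 0% = plate median of test compound wells and 100% = cytotoxic reference compound wells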
Starred values were filed as active, the others as inactive; / = not tested or not shown.

entry	compound	aSyn UTR inh	HIF activator	AI-2 QS modul	HSF1 inh	HSF-1 act	KLF5 inhibitor	IEC-6 cytotox	HSP90 refold inh	Platelet DG rel	SKKanGAS inh
1	Cc1cc(C)nc(NS(=O)(=O)c2cccs2)c1	-12	-0.2	9	-7	-1	-23	-4	2	-8	3
2	CN(C)c1ccc(/C=N\Nc2nc(-c3ccccc3)cc(=O)[nH]2)cc1	-15	0.7	29	-73*	-79	-7	3	-6	2	6
3	O=C(CNc1n[nH]c(=O)[nH]c1=O)N/N=C/C=C/c1ccccc1	-8	-0.4	31	-2	7	-12	0	3	18	0
4	CCOc1cc(C=O)ccc1OS(=O)(=O)c1ccc(NC(C)=O)cc1	8	0.0	32	6	-4	4	4	-2	-2	-9
5	COC(=O)C1=NN(c2ccccc2)C2(S1)S/C(=C\c1ccccc1)C(=O)N2c1ccccc1 (stereo not given)	-3	-0.2	1	12	28	-5	1	1	1	-7
6	CCCN1C(=O)/C(=C/c2ccc(N3CCOCC3)cc2)NC1=S	9	0.1	14	-5	3	12	-4	-1	-4	-10
7	CC(OC(=O)C1CC1C)C(=O)Nc1ncc(Cl)cc1Cl (stereo not given)	9	0.5	23	-5	-11	/	/	/	-17	-7
8	NNC(=O)c1ccc(Cn2cc(Cl)cn2)cc1	11	-0.4	7	-2	10	-23	2	-1	-18	-2
9	CS(=O)(=O)c1ccc2nc(NC(=O)c3ccc(Cl)nc3)sc2c1	-41	1.4	30	11	-8	-41	-5	3	4	/
10	N#CC1=C(N)Oc2cc(N)ccc2C1c1cccnc1 (stereo not given)	22	-0.4	12	-2	-2	-5	-8	-4	-10	-3
11	COc1cccc(N=Nc2c(=O)[nH]n3c(C)cc(C)nc23)c1	-31	-2.7	8	-5	-3	-11	-6	6	-20	8
12	O=C(Cn1ncn2c(cc3ccccc32)c1=O)NCCC1=CCCCC1	27	-0.4	18	9	11	-20	-2	3	3	2
13	Cc1ccc(Oc2ccc(OCC(=O)NC3CCS(=O)(=O)C3)cc2)cc1 (stereo not given)	11	-23	-41	37	53*	-3	4	-2	-7	9
14	COc1ccc(/C(=C/c2ccc(OC(F)F)c(OC)c2)C(=O)O)cc1OC	4	-0.2	1	5	9	-19	-2	-4	-6	5
15	O=C(C1=C(O)C(=O)N(CCN2CCOCC2)C1c1ccc([N+](=O)[O-])cc1)c1cccs1 (stereo not given)	10	-0.6	15	-10	2	-1	-4	-4	4	5
16	N#CC12CCCCC1CC1CCCCC1(C#N)N2Cc1cccnc1 (stereo not given)	3	-0.2	8	1	-3	-16	3	-3	-8	0
17	CCCn1c(=N)c(S(=O)(=O)c2ccc(F)cc2)cc2c(=O)n3ccccc3nc21	14	-0.4	25	-6	4	-13	-6	-1	1	6
18	COCCN(C(=S)Nc1ccc(OC)cc1)C1CCN(C(C)=O)CC1	1	0.3	11	8	4	-19	1	3	-1	2
19	Cc1ccc(NC(=S)NCc2ccc(Cl)cc2)c(C)c1	0	-15	28	-7	-9	-36	0	3	-31	8
20	CC(C)CCN(C(=O)c1csnn1)C(C(=O)NC1CCCCC1)c1ccc(F)cc1 (stereo not given)	14	0.0	24	-8	5	4	-1	-3	1	1

(listing goes on)
entry	compound	aSyn UTR inh	HIF activator	AI-2 QS modul	HSF1 inh	HSF-1 act	KLF5 inhibitor	IEC-6 cytotox	HSP90 refold inh	Platelet DG rel	SKKanGAS inh
21	Cc1ccc(S(=O)(=O)N(Cc2ccccc2)c2ccccc2C(=O)N2CCCCC2)cc1	3	0.7	3	5	-6	2	-1	0	-2	0
22	Cn1cnc(S(=O)(=O)N2CCN(C(c3ccc(F)cc3)c3ccc(F)cc3)CC2)c1	19	-0.4	22	8	-2	15	4	-7	-1	-3
23	COc1ccccc1Nc1nc(-c2cccc([N+](=O)[O-])c2)nc2ccccc12	13	0.3	18	2	13	-21	-3	3	3	-1
24	O=C(NCc1ccc(F)cc1)C1CCN(C(=O)Nc2ccc(F)cc2)CC1	8	-15	/	-6	9	-1	10	-3	0	-18
25	Cc1cc(-c2nc(C)c(C(=O)NNC(=O)NC(C)C)s2)no1	-35	-0.3	0	-2	-10	1	-7	-1	-6	-3
26	O=c1oc2c3c4c(cc2c(C(F)(F)F)c1CCN1CCOCC1)CCCN4CCC3	13	-0.3	20	5	2	-3	-2	0	1	-2
27	CCOC(=O)N1CCN(S(=O)(=O)c2cc([N+](=O)[O-])c(C)cc2C)CC1	1	0.0	6	-1	8	-18	-2	-1	-9	-9
28	COc1ccc(NS(=O)(=O)c2ccc(Oc3c(C#N)cccc3C#N)cc2)cc1	-34	0.5	0	-14	-6	11	16	5	-2	9
29	CCCCCCC(=O)Nc1c2c(nc3ccccc13)N(C)CC2	-13	-4.1	3	8	10	-1	-2	0	0	4
30	CN1C(=O)/C(=C/c2ccccc2OCc2cccc(F)c2)NC1=S	23	-0.2	15	-3	-5	-10	-2	-1	-17	2
31	O=C(Nc1ccccc1)C1=C[C@H](c2coc3ccccc3c2=O)C[C@H](OCCCCO)O1	0	-1.2	-4	1	-3	-4	0	1	-1	-4
32	O=C(NCCN1CCOCC1)C1CCN(S(=O)(=O)N2CCCCC2)CC1	-1	-0.4	18	-4	-6	-17	-6	-4	-6	2
33	COc1ccc(Cl)cc1/C=N/NC(=O)c1c(-c2ccccc2)noc1C	1	-0.4	17	4	0	-25	-2	-3	-5	-4
34	CCOc1ccc(-c2nnc(SCC(=O)NC(C)(C)C)nc2-c2ccc(OCC)c(OC)c2)cc1OC	-6	2.0	20	-5	-7	8	10	2	0	4
35	CCCS(=O)(=O)NCCc1cc2ccc(C)cc2[nH]c1=O	11	0.3	29	5	9	-27	2	3	4	-2
36	Cc1ccc(S(=O)(=O)N(C)c2ccc(OCC(=O)Nc3nc4c(ccc5ccccc54)s3)cc2)cc1	-9	0.4	26	-4	8	1	7	2	-6	16
37	O=C(NCc1cccnc1)c1ccccc1NS(=O)(=O)c1ccc(F)cc1F	-28	-0.1	11	-5	-3	-22	-4	-1	-2	-5
38	C=CCn1c(SC2CCOC2=O)nc2scc(C3CC3)c2c1=O (stereo not given)	3	-0.5	13	2	3	-22	-1	-1	8	14
39	O=C(Cn1cnc2c(nnn2-c2ccccc2)c1=O)N1CCC(Cc2ccccc2)CC1	29	-0.1	18	-5	-10	-3	0	-4	-1	11
40	O=C(NC1CCN(C(=O)c2ccccc2Br)CC1)c1ccccc1	3	-0.4	20	-7	-5	-29	4	2	-2	2

Ordered by molecular weight (smallest number first): some entries from above
entry	compound	aSyn UTR inh	HIF activator	AI-2 QS modul	HSF1 inh	HSF-1 act	KLF5 inhibitor	IEC-6 cytotox	HSP90 refold inh	Platelet DG rel	SKKanGAS inh
25	Cc1cc(-c2nc(C)c(C(=O)NNC(=O)NC(C)C)s2)no1	-35	-0.3	0	-2	-10	1	-7	-1	-6	-3
38	C=CCn1c(SC2CCOC2=O)nc2scc(C3CC3)c2c1=O (stereo not given)	3	-0.5	13	2	3	-22	-1	-1	8	14
33	COc1ccc(Cl)cc1/C=N/NC(=O)c1c(-c2ccccc2)noc1C	1	-0.4	17	4	0	-25	-2	-3	-5	-4
27	CCOC(=O)N1CCN(S(=O)(=O)c2cc([N+](=O)[O-])c(C)cc2C)CC1	1	0.0	6	-1	8	-18	-2	-1	-9	-9
37	O=C(NCc1cccnc1)c1ccccc1NS(=O)(=O)c1ccc(F)cc1F	-28	-0.1	11	-5	-3	-22	-4	-1	-2	-5
26	O=c1oc2c3c4c(cc2c(C(F)(F)F)c1CCN1CCOCC1)CCCN4CCC3	13	-0.3	20	5	2	-3	-2	0	1	-2
39	O=C(Cn1cnc2c(nnn2-c2ccccc2)c1=O)N1CCC(Cc2ccccc2)CC1	29	-0.1	18	-5	-10	-3	0	-4	-1	11
21	Cc1ccc(S(=O)(=O)N(Cc2ccccc2)c2ccccc2C(=O)N2CCCCC2)cc1	3	0.7	3	5	-6	2	-1	0	-2	0
36	Cc1ccc(S(=O)(=O)N(C)c2ccc(OCC(=O)Nc3nc4c(ccc5ccccc54)s3)cc2)cc1	-9	0.4	26	-4	8	1	7	2	-6	16
34	CCOc1ccc(-c2nnc(SCC(=O)NC(C)(C)C)nc2-c2ccc(OCC)c(OC)c2)cc1OC	-6	2.0	20	-5	-7	8	10	2	0	4

The listing continues.
entry	compound	aSyn UTR inh	HIF activator	AI-2 QS modul	HSF1 inh	HSF-1 act	KLF5 inhibitor	IEC-6 cytotox	HSP90 refold inh	Platelet DG rel	SKKanGAS inh
41	CC(=O)NC(CCS(C)(=O)=O)C(=O)Nc1ccccc1C (stereo not given)	28	0.1	7	-1	-20	-23	-1	-1	3	-1
42	C=CCNC(=O)C(=O)NCCCN1CCOCC1	22	-0.3	19	-1	23	-15	-4	2	2	0
43	COc1ccc(NS(=O)(=O)c2ccc3oc(=S)[nH]c3c2)cc1	-6	1.4	-15	-4	-15	-26	-3	-4	-9	13
44	NC(=O)C1CC=CCC1C(=O)OCC(Cl)=C(Cl)Cl (stereo not given)	15	-0.3	11	-3	-3	-24	1	5	0	2
45	CCC1(C)OCC(Cn2c3ccccc3c3ccccc32)O1 (stereo not given)	22	0.0	18	-34	-50	-19	1	-1	-7	12
46	COc1cccc(OC(=O)c2cc3ccccc3oc2=O)c1	-15	0.1	20	1	12	-5	2	1	1	4
47	Cc1ccc(-c2nnc(-c3cc(C)on3)o2)cc1	-12	1.2	1	28	45	-217	0	2	-2	-6
48	CCCC(=O)C1=C(O)C(C(=O)OC)C(C)(C)CC1=N (stereo not given)	-8	-0.1	15	-8	-13	-20	3	0	4	-5
49	COc1ccc(CNC(=O)c2cnn3c(C(F)F)cc(C)nc23)cc1	24	-0.8	0	1	1	1	8	-1	0	3
50	O=S(=O)(Cc1ccco1)Cc1nc(-c2ccc(Cl)cc2)cs1	8	0.7	1	17	30	-30	-5	-2	2	-6
51	Cc1nnc(SCC(=O)NC(=O)NC(C)C)s1	11	0.3	19	2	15	-47	-5	-6	-2	7
52	CCOc1cc(/C=C2\NC(=O)NC2=O)ccc1OC(C)C(=O)O (stereo not given)	5	-10	11	-4	-15	-24	-2	-2	0	-3
53	N#Cc1cc2cc3c(cc2nc1SCC(=O)OC1CCCCC1)OCO3	-25	0.0	1	-2	1	-13	2	4	-4	3
54	COc1ccc(N2CCN(C(=O)c3ccccc3NS(=O)(=O)c3ccccc3)CC2)cc1	-44	0.3	12	8	21	-56	6	-1	-8	3
55	COc1ccc(NC(=O)CS(=O)(=O)c2ccccc2Cl)cc1	-18	-17	25	4	11	-69	2	0	-12	-4
56	CN(CC(=O)Nc1ccc(F)cc1)C(=O)COC(=O)/C=C/c1ccc(OC(F)F)cc1	-14	-0.4	21	-3	-15	/	/	/	0	-3
57	COC(=O)[C@@H]1C[C@H]2CC[C@H](O)C[C@H]2N1Cc1ccc(C(F)(F)F)cc1	6	-0.4	6	4	-2	/	/	/	4	-1
58	CC(C)N(Cc1cc2ccccc2[nH]c1=O)C(=O)C1CCCCC1	12	-0.1	18	0	2	-13	2	0	10	4
59	CCCCOc1ncnc2c1[nH]c1ccc(OC)cc12	-214	5.5	15	18	27	-110	8	1	4	-11
